# HKDC1 inh = blocks human hexokinase HKDC1 activity | Q2TB90 | recombinant HKDC1, G6PDH/diaphorase resazurin coupled fluorescence | inhibition, % at 20 µM | actives 0.16% (n = 340,000) | AID 493160;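 active means inhibition above about 35% when tested at 20 µM, limit read from the data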;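 further: plate controls were DMSO wells with enzyme for no effect and DMSO wells lacking enzyme for full effect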
# Target sequence (Q2TB90 whole entry, looked up): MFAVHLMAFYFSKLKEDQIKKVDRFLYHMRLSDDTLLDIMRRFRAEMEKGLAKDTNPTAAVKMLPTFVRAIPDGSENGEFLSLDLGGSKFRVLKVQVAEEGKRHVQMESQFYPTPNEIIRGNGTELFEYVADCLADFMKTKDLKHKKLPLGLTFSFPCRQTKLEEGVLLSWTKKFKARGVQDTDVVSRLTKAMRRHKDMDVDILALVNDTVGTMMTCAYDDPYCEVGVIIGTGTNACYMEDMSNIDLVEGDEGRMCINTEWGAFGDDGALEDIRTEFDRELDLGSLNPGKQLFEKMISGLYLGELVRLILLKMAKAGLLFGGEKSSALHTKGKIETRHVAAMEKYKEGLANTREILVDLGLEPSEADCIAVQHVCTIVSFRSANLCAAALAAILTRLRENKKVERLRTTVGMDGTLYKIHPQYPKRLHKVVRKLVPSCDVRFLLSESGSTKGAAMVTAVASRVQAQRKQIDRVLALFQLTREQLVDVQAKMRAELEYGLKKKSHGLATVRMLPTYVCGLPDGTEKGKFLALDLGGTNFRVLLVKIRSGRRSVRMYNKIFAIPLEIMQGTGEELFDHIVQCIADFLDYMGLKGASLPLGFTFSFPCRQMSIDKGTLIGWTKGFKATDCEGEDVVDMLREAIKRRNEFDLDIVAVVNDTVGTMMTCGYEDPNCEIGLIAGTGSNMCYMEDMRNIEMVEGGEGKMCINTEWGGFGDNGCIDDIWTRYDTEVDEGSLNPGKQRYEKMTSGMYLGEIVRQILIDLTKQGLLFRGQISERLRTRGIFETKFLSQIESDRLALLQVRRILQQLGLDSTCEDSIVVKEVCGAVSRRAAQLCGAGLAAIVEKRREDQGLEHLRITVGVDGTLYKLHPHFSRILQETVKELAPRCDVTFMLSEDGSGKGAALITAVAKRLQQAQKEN
#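 Test system: recombinant HKDC1 (HK5) hexokinase enzyme, produced in-house / Doses: 20 µM test compound, 1% DMSO / Timing: 90 min, room temperature / Detection: G6PDH/diaphorase-coupled fluorescence, 1 mM NADP, 100 µM resazurin, 525/613 nm / Control set: DMSO wells with and without enzyme mix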
# mIAP inh = blocks mouse intestinal alkaline phosphatase | purified mouse IAP, CDP-Star luminescence, 30 min | inhibition, % at 10 µM | actives 0.2% (n = 330,000) | AID 2806;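 active means inhibition of at least 40% at 10 µM in the primary screen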;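 further: plate controls were DMSO with enzyme for no effect and no enzyme wells for full effect; values of inactives mirror those of a sister screen read the other way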
# hIAP activ = increases human intestinal alkaline phosphatase activity. AID 2524. actives 0.16% (n = 330,000). purified human IAP, CDP-Star luminescence, 30 min; stronger effect = higher value; 1 = vehicle-only enzyme, 0 = enzyme-free background. activation factor at 10 µM. P09923;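 active means activation factor of the enzyme at least 2-fold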; further: the source names both 10 and 20 µM as test concentration; values of inactives mirror those of a sister screen read the other way
# A3A deaminase = human APOBEC3A DNA deaminase inhibition | P31941 | recombinant A3A, FAM/TAMRA ssDNA deamination fluorescence | inhibition, % at 20 µM | actives 0.41% (n = 330,000) | AID 493011;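 active means at least 40% inhibition at 20 µM here, with at most 30% in a related deaminase screen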;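 further: plate controls were A3A with DMSO for no effect and wells lacking A3A enzyme for full effect; some results filed as inactive read as strong as hits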
# mIAP act = increases mouse intestinal alkaline phosphatase activity. AID 2805. activation factor at 10 µM. muIAP, CDP-Star luminescence, 30 min; stronger effect = higher value; 1 = vehicle-only enzyme signal, 0 = enzyme-free wells. actives 0.24% (n = 330,000);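 active means activation factor of at least 2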; further: the source names both 10 and 20 µM as test concentration; values of inactives mirror those of a sister screen read the other way
#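 System: mouse IAP enzyme. Reagent: CDP-Star chemiluminescent phosphatase substrate. Benchmarks: DMSO wells, no-enzyme wells. Times: 30 min enzyme-substrate-compound incubation at room temperature. Detection: luminescence from enzymatic CDP-Star hydrolysis. Doses: test compounds delivered from DMSO solution.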
# hIAP block = blocks human intestinal alkaline phosphatase | AID 2544 | P09923 | purified IAP, CDP-Star luminescence, 30 min | actives 0.12% (n = 330,000) | inhibition, % at 10 µM;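 active means inhibition reaching a set limit with compound at 10 µM in the primary screen, cut at about 35% in these data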;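 further: plate controls were DMSO wells with enzyme for no effect and no-enzyme buffer wells for full effect; values of inactives mirror those of a sister screen read the other way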
# PfGluPho inh = PfG6PD (Plasmodium falciparum) enzyme inhibition. actives 0.78% (n = 350,000). AID 504690. PfGluPho enzyme, NADPH resazurin-diaphorase fluorescence. inhibition, % at 20 µM;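 active means inhibition reaching at least a set limit at 20 µM in the primary screen, cut at about 59% in these data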;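 further: 0% = DMSO wells with substrate and 100% = DMSO wells lacking glucose-6-phosphate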
# ATG4B inh = inhibitors of human ATG4B cysteine protease. inhibition, % at 8.33 µM. AID 504462. Q9Y4P1. ATG4B cleavage of LC3-PLA2, NBD-HPC fluorescence, 1 h. actives 0.51% (n = 340,000); in the data active means inhibition above about 40%
# * = called active by the depositor.
SMILES	HKDC1 inh	mIAP inh	hIAP activ	A3A deaminase	mIAP act	hIAP block	PfGluPho inh	ATG4B inh
CCS(=O)(=O)N1CCN(Cc2c[nH]c3ccccc23)CC1	-5	-3	1.1	-5	1	-12	3	-3
O=C(NN=C1CCC(=NNC(=O)c2cccnc2)CC1)c1cccnc1	12	-1	1.1	3	1	-12	5	2
CN1/C(=C\C(=O)COC(=O)Cn2nnc(-c3ccccc3)n2)C(C)(C)c2ccccc21	-1	-2	1	1	1	-4	20	-5
COc1cc(CC(NC(C)=O)C(=O)NC2CCN(S(=O)(=O)c3ccc(NC(C)=O)cc3)CC2)cc(OC)c1 (stereo not given)	-7	-2	1	-2	1	-3	-6	6
Cc1ccc(S(=O)(=O)N(OCc2ccccc2)C(C)C(=O)O)cc1 (stereo not given)	-2	-9	1.1	-4	1.1	-8	-2	2
CC[C@H](C)[C@H]1O[C@]2(CC[C@@H]1C)C[C@@H]1C[C@@H](CC=C(C)[C@@H](O[C@H]3C[C@H](OC)[C@@H](O[C@H]4C[C@H](OC)[C@@H](O)[C@H](C)O4)[C@H](C)O3)[C@@H](C)C=CC=C3CO[C@@H]4[C@H](O)C(C)=C[C@@H](C(=O)O1)[C@]34O)O2	-1	-6	1.5	0	1.1	-48	35	7
CCc1noc(C)c1C(=O)NNC(=O)c1ccccc1	-6	2	1	-1	0.98	-4	-1	5
O=C(NCC(=O)N(Cc1ccco1)C(C(=O)NC1CCCC1)c1cccnc1)c1ccco1 (stereo not given)	-9	-4	1	0	1	0	4	7
CC(C)C[C@H]1CN=C(Nc2ccccc2)N1CC1CCC(C)CC1 (stereo not given in full)	-1	-25	1	-1	1.3	-4	1	-10
CCN(CC)S(=O)(=O)c1ccc(N2CCCC2)c(NS(=O)(=O)c2cccs2)c1	9	12	0.93	-3	0.88	7	-6	3
CC(C)CC(=O)Nc1ccccc1Oc1ccccc1	3	28	1	4	0.72	-4	7	-7
CC(C)C[C@H]1COCCS(=O)(=O)N1Cc1cccc(Cl)c1	-2	-8	0.83	-1	1.1	17	5	5
COc1c(S(=O)(=O)NCCCn2ccnc2)ccc(Cl)c1Cl	-1	2	1.1	1	0.98	-11	8	-6
N=c1sccn1CC(=O)NC(c1ccccc1)c1ccccc1	-3	10	0.97	6	0.9	3	-14	9
Fc1ccc(-c2csc(Nc3ccccn3)n2)cc1	6	6	0.97	0	0.94	3	13	6

# In a second layout: 4 of the compounds above.
> CCc1noc(C)c1C(=O)NNC(=O)c1ccccc1
  HKDC1 inh: -6
  mIAP inh: 2
  hIAP activ: 1
  A3A deaminase: -1
  mIAP act: 0.98
  hIAP block: -4
  PfGluPho inh: -1
  ATG4B inh: 5

> Fc1ccc(-c2csc(Nc3ccccn3)n2)cc1
  HKDC1 inh: 6
  mIAP inh: 6
  hIAP activ: 0.97
  A3A deaminase: 0
  mIAP act: 0.94
  hIAP block: 3
  PfGluPho inh: 13
  ATG4B inh: 6

> O=C(NN=C1CCC(=NNC(=O)c2cccnc2)CC1)c1cccnc1
  HKDC1 inh: 12
  mIAP inh: -1
  hIAP activ: 1.1
  A3A deaminase: 3
  mIAP act: 1
  hIAP block: -12
  PfGluPho inh: 5
  ATG4B inh: 2

> CC(C)C[C@H]1COCCS(=O)(=O)N1Cc1cccc(Cl)c1
  HKDC1 inh: -2
  mIAP inh: -8
  hIAP activ: 0.83
  A3A deaminase: -1
  mIAP act: 1.1
  hIAP block: 17
  PfGluPho inh: 5
  ATG4B inh: 5

# (next part)
SMILES	HKDC1 inh	mIAP inh	hIAP activ	A3A deaminase	mIAP act	hIAP block	PfGluPho inh	ATG4B inh
CC(C)C(=O)N1CCN(c2ccc(NC(=O)c3ccco3)cc2Cl)CC1	1	-3	0.99	0	1	1	15	-4
COc1cc(/C=N/Nc2ccccc2C(F)(F)F)ccc1O	16	0	0.93	8	1	7	36	-5
COc1ccc(C(=O)NC2CC2)cc1OC1CCN(Cc2ccc(NC(C)=O)cc2)CC1	7	-4	0.95	0	1	5	-25	-1
COc1nc(N)nc(CC(=O)C2CC2)n1	-4	1	0.94	-4	0.99	6	-7	0
N#CC1(NC(=O)CN2C(=O)NC(c3ccccc3)(c3ccccc3)C2=O)CCCC1	-2	-2	1.1	1	1	-7	10	-6
CCSc1nnc(NC(=O)C2C3CCC(C3)C2C(=O)O)s1 (stereo not given)	-3	-7	1	-1	1.1	-5	-5	2
Cc1cc(NC(=O)c2cccc(S(=O)(=O)N3CCOCC3)c2)no1	-4	-6	0.82	-7	1.1	18	-8	-1
CCC(Sc1ncccc1Nc1ccccn1)C(=O)O (stereo not given)	-3	-12	0.9	3	1.1	10	4	-11
COc1ccc(-c2nnc(SCC(=O)NC(C)C)n2CC2CCCO2)cc1OC (stereo not given)	0	6	0.8	-3	0.94	20	-13	-1
Cc1cccc(NC(=O)c2ccc(COc3ccccc3)o2)n1	5	-10	1.1	4	1.1	-14	-9	5
COc1ccc(C)cc1NC(=O)CN1C(=O)COc2ccc(S(=O)(=O)N3CCOCC3)cc21	3	2	1.1	-2	0.98	-6	-12	-8
O=C(COc1ccc(S(=O)(=O)N2CCOCC2)cc1Cl)NCCN1CCOCC1	1	-7	1	-2	1.1	0	-10	1
COC(=O)CCC(=O)NC(=S)Nc1ccc(S(=O)(=O)Nc2cc(OC)nc(OC)n2)cc1	-9	-4	1.1	-9	1	-5	11	-8
CCOC(=O)N1CCN(C(=O)C2CCN(S(C)(=O)=O)CC2)CC1	-11	6	0.85	-2	0.94	15	-7	3
CCN(CC)CCn1c2c(c(SCC(=O)Nc3nc4ccccc4s3)nc1=O)CCC2	-1	0	0.84	2	1	16	8	-12
Cc1cccc(-c2ccc3ncnc(NCc4cccs4)c3c2)c1	-9	-24	1.1	-1	1.2	-10	3	3
CC(C)=CCN1CCN(Cc2c(C)nn(C)c2Cl)CC1CCO (stereo not given)	-11	-3	1	2	1	0	4	-12
CCC1CCCCN1CCCNC(=O)CCNC(=O)Cn1cnc2ccccc2c1=O (stereo not given)	-4	2	1.2	2	0.98	-21	-5	-6
Cc1ccc(N=C2NC(=O)/C(=C\c3ccsc3)S2)c(C)c1	19	8	0.99	1	0.92	1	-29	12
COc1ccc(NC(=O)c2cc(-c3ccc(OC)c(OC)c3)nc3ccccc23)c(OC)c1	-1	10	0.92	-3	0.9	8	8	-7
COc1ccc(/C=C/C(=O)OCC(=O)N2CCCCCC2)c(OC)c1	-3	12	0.93	-1	0.88	7	-15	4
CCCCCCn1c(Br)nc2c1c(=O)n(C)c(=O)n2C	-8	-1	0.91	-2	1	9	1	0
COC(=O)c1nc(NC(=O)C(C)(C)C)n[nH]1	-8	4	0.92	-3	0.96	8	13	-11
Cc1ccc(/C=N/N2CCN(C3c4ccccc4-c4ccccc43)CC2)o1	4	6	0.86	-3	0.94	14	24	-4
CCN(CC)C(=O)CCSc1nnc(-c2ccco2)o1	-6	-9	1.2	-1	1.1	-24	11	-2
O=C(CNC(=O)c1ccccc1)NCC(O)c1ccc([N+](=O)[O-])cc1 (stereo not given)	-8	4	0.96	1	0.96	4	-13	1
O=C(COc1ccc(/C=N/NC(=O)c2cc3ccccc3o2)cc1Cl)Nc1ccccc1	-2	7	1.1	43	0.93	-15	-12	0
COc1cccc(Cn2c(NCC(C)C)nc3c2c(=O)n(C)c(=O)n3C)c1	-7	2	1.2	-6	0.98	-24	-2	-2
Cc1ccc(C)c(C(=O)COC(=O)Cn2[nH]c(=O)c3ccccc3c2=O)c1	-1	4	1	0	0.96	-2	10	-64
CC(=O)c1cccc(NC(=O)N2CCCC2C(=O)NCc2ccc3c(c2)OCO3)c1 (stereo not given)	-3	-7	0.99	1	1.1	1	-2	-14
Cc1ccc(CNC(=O)CN(C)C2=NS(=O)(=O)c3ccccc32)cc1	1	-6	1.1	3	1.1	-9	-6	-7
Cc1cc(=O)oc2cc(OCC(=O)OCC(=O)Nc3ccccc3C(C)C)ccc12	0	5	0.91	2	0.95	9	-15	-4
COc1ccc(-c2nc(-c3cccnc3)no2)cc1OC	-3	2	0.9	-6	0.98	10	0	3
O=C(O)C1CCN(c2nc(-c3ccccc3)nc3c2oc2ccccc23)CC1	11	2	1	-3	0.98	-1	-18	8
Cc1noc(C)c1-c1nc(CS(=O)(=O)c2ccc(Cl)cc2)no1	-5	8	0.96	2	0.92	4	1	-1
Cn1c(N)c(C(=O)CSc2nnc(Cc3cccs3)n2C2CC2)c(=O)n(C)c1=O	3	4	0.92	-4	0.96	8	6	0
Cc1ccccc1C1c2[nH]c3ccccc3c2C[C@H]2C(=O)N(c3ccccc3C(=O)NCCCN3CCOCC3)C(=O)N12 (stereo not given in full)	3	-19	1	2	1.2	-3	-8	-5
COc1ccc(CCNC(=O)Cn2c(=O)n(CC3CCCO3)c(=O)c3ccccc32)cc1OC (stereo not given)	-3	-6	1.1	-2	1.1	-7	-12	-4
COCCCn1c(SCC(=O)Nc2cccc(C)n2)nnc1-c1ccco1	-2	-9	1.1	-1	1.1	-6	0	-9
Nc1nc(Nc2ccc(Cl)cc2)n[nH]1	-1	2	1.1	-2	0.98	-7	-10	9
COCCN1Cc2cccc(C(=O)Nc3ccc(C)cc3)c2C1=O	-4	6	0.96	2	0.94	4	10	-9
Cc1ccc(S(=O)(=O)N(C)CC(=O)Nc2cccnc2)cc1	-6	2	0.96	-4	0.98	4	-9	-2
Cc1ccc(-c2cc(C(=O)NCc3ccccn3)c3ccccc3n2)cc1C	10	-6	1.2	-4	1.1	-25	31	19
CN(C)c1cccc2c(S(=O)(=O)NCc3ccc(S(N)(=O)=O)cc3)cccc12	6	-2	1.1	8	1	-10	8	-10
CN(C)S(=O)(=O)c1ccc(C(=O)OCC(=O)NC(=O)NCc2ccccc2)cc1	-2	-7	1	-2	1.1	-1	1	-15
COc1ccc(-c2c3c(=O)n(C)c(=O)n(C)c3cn2Cc2ccccn2)cc1	-7	4	0.88	-1	0.96	12	7	4

# Random excerpt: 3 records from the list, in no set order.
SMILES	HKDC1 inh	mIAP inh	hIAP activ	A3A deaminase	mIAP act	hIAP block	PfGluPho inh	ATG4B inh
COCCCn1c(SCC(=O)Nc2cccc(C)n2)nnc1-c1ccco1	-2	-9	1.1	-1	1.1	-6	0	-9
Cc1ccc(S(=O)(=O)N(C)CC(=O)Nc2cccnc2)cc1	-6	2	0.96	-4	0.98	4	-9	-2
COc1ccc(CCNC(=O)Cn2c(=O)n(CC3CCCO3)c(=O)c3ccccc32)cc1OC (stereo not given)	-3	-6	1.1	-2	1.1	-7	-12	-4

# Screening results from PubChem BioAssay.
